ARNT TACC3 PPI: ARNT/TACC3 interaction disruption; AlphaScreen His-ARNT PAS-B/GST-TACC3 binding, luminescence; TACC3 fragment carries E629A point mutation; inhibition, % at 9.99 µM; 0.66% of 390,000 active; Q9Y6A5;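 active means mean inhibition of replicates at least 50% and at least half of replicates each reaching 50%; inconclusive means half or more replicates reach 50% but mean below 50%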;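 further: 0% = complete ARNT plus TACC3 wells and 100% = ARNT alone without TACC3; many hits fall short of the cut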
RAD52 inh: RAD52 (human) annealing inhibition. P43351. recombinant RAD52 DNA annealing, FRET fluorescence. inhibition, % at 18.7 µM. 0.46% of 360,000 active;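 active means every replicate showing at least 50% inhibition; inconclusive means mean inhibition at least 50% but not in every replicate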
Target sequence (P43351 whole entry, looked up): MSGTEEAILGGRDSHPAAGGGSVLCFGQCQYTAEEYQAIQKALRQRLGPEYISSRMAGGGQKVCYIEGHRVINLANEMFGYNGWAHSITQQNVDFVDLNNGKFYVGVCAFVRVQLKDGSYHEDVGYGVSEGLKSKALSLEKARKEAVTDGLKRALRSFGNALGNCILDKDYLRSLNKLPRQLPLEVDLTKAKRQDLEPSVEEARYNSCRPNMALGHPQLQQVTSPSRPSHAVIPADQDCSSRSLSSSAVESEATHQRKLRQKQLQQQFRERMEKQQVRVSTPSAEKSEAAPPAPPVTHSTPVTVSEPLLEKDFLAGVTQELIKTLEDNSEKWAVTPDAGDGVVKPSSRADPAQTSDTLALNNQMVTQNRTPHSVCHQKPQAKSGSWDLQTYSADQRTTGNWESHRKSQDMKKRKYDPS
E-selectin induc: induces E-selectin expression in human endothelial cells | 0.37% of 260,000 active | activation, % at 7.58 µM | HUVEC E-selectin immunofluorescence imaging; normalized: neutral wells 0, TNF-alpha wells 100 | P16581 | AID 686992;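 active means mean E-selectin-positive cell signal at least 10% of the positive control, reached in at least 60% of replicates, without over 20% cell loss; inconclusive means no rule given, readout overlaps actives, possibly toxicity-flagged; inactive means the rest, including those meeting only one limit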;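 further: in these data hits start at about 27%; measured in HUVEC primary endothelial cells; signal is the percent of cells scored E-selectin positive by PE staining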
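assay system = HUVEC, human umbilical vein endothelial cells | input = 3,000 HUVEC seeded per well | medium = EGM-2 growth medium on 0.1% gelatin-coated wells | dosing = one compound dose added by pin transfer | signal = immunofluorescence imaging | read-out basis = % PE-positive cells | control set = TNF-alpha, DMSO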
PglD inh: PglD (C. jejuni) enzyme inhibition; purified PglD enzyme, DTNB colorimetric CoA detection; inhibition, % at 12.5 µM; 0.098% of 360,000 active; AID 602405; in the data active means inhibition above about 16%, passing the limit was not always enough; inconclusive means no clear call, values can overlap the other calls; further: strong numbers were not always called active
RAD54 branch: blocks human RAD54 Holliday junction branch migration; 0.14% of 360,000 active; Q92698; FAM/BHQ fluorescence; inhibition, % at 10.4 µM; AID 602329;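 active means mean normalized replicate activity at least 40 and at least half of replicates scoring 40 or more; inconclusive means only one of the two criteria met; inactive means mean below 40 and under half of replicates reaching 40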;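 further: 0% = median of neutral control wells and 100% = median of positive control wells; inhibitors cause a drop in the FAM fluorescence signal; in these data hits start at about 50%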
Casp6 inh: inhibitors of human caspase-6; inhibition, % at 12.5 µM; P55212; 0.53% of 350,000 active; purified caspase-6, Z-VEID-R110 cleavage fluorescence;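 active means mean inhibition across replicates at least about 35%, with every replicate also reaching that limit, limit read from the data; inconclusive means only one of the two criteria met; inactive means neither criterion met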;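 further: 0% = median of neutral control wells and 100% = no fluorescence left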
esBAF inh: SWI/SNF esBAF complex inhibition; mouse ES cells, Bmi1-luciferase knock-in reporter, 24 h; 100% = twice the neutral-well signal; reporter increase, % at 12.5 µM; 2% of 350,000 active; AID 602393; in the data active means activation above about 40%; inconclusive means no clear call, values can overlap the other calls;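 further: 0% = median of the plate's neutral control wells and 100% = double that signal; a rise in the Bmi1 reporter signal indicates esBAF inhibition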
ERp5 block: ERp5 (human) disulfide isomerase inhibition; Q15084; ERp5 insulin aggregation, absorbance 650 nm, 90 min; inhibition, % at 9.99 µM; 0.05% of 350,000 active;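 active means mean replicate inhibition above about 25%, with every replicate also reaching it, limit read from the data, passing the limit was not always enough; inconclusive means only one of those two criteria met; inactive means neither criterion met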
Target sequence (Q15084 whole entry, looked up): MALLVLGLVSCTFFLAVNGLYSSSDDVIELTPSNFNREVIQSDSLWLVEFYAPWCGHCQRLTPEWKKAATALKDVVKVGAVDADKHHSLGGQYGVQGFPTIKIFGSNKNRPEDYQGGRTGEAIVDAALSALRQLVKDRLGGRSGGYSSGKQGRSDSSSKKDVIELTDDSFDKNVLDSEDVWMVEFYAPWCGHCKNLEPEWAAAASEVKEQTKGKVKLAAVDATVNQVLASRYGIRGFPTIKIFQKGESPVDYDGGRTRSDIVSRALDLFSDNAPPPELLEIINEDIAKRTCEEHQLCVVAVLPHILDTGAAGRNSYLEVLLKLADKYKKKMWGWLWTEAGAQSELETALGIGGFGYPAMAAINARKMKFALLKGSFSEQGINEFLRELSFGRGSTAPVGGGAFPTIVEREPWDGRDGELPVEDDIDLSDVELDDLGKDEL
* hit, by the source's call; ? = inconclusive; . = not tested or not shown; & = joins results of further samples.

no.	Molecule	ARNT TACC3 PPI	RAD52 inh	E-selectin induc	PglD inh	RAD54 branch	Casp6 inh	esBAF inh	ERp5 block
1	CO[C@H]1CN(C)C(=O)c2ccc(NC(=O)C3CC3)cc2OC[C@@H](C)N(CCC(F)(F)F)C[C@H]1C	-7	16	-0.1	-1	7	12	1	-4
2	COc1ccc(C2CC(=O)C3=C(C2)Nc2ccccc2N(C(=O)C2CC2)C3c2cccnc2)cc1OC (centres undefined)	-3	.	.	5	-9	.	-3	.
3	O=S(=O)(c1ccc(N2CCN(CCO)CC2)nc1)N1CCOCC1	16	3	.	2	9	2	-4	0
4	Cc1nn(C)cc1NC(=O)C[C@@H]1CC[C@@H]2[C@H](COc3ccc(NC(=O)C(C)C)cc3C(=O)N2C)O1	-11	.	-0.1	-1	5	.	2	.
5	O=C(CN(C(=O)c1cccc([N+](=O)[O-])c1)C1CCCCC1)Nc1ccc(Cl)c([N+](=O)[O-])c1	0	-6	0.7	-2	-6	-2	.	4
6	CCN(CC)C(=O)Cn1c(=O)n(CCCC(=O)NCc2ccccc2)c(=O)c2sccc21	2	-9	6.0	.	.	0	3	10
7	COc1ccc(NC(=O)N(C)C[C@H]2Oc3ccc(NC(=O)CCC(F)(F)F)cc3C(=O)N([C@@H](C)CO)C[C@H]2C)cc1	-6	8	-2.7	2	7	3	2	7
8	CC(C)c1cccc(O)c(=O)c1	-25	-19	.	4	-1	1	1	0
9	CCCCOC(=O)CCc1c(C)[nH]c(=O)c(C#N)c1C	-1	.	.	-1	-11	.	-7	.
10	COC(=O)Cc1c([C@H](C)[C@@H](OC)c2ccccc2Br)nnn1Cc1ccccc1	.	-20	-0.2	.	.	-3	.	-2

More records follow.
no.	Molecule	ARNT TACC3 PPI	RAD52 inh	E-selectin induc	PglD inh	RAD54 branch	Casp6 inh	esBAF inh	ERp5 block
11	c1ccc(CSc2nc3ncccn3n2)cc1	-4	-13	0.6	-1	-6	14	35	7
12	C[C@@H]1CN([C@@H](C)CO)C(=O)c2cc(NS(C)(=O)=O)ccc2O[C@@H](C)CCCCO[C@@H]1CN(C)C	1	-10	-0.1	0	-7	-9	-4	12
13	Cc1cc(F)ccc1C(O)c1ncc(-c2ccccc2Cl)[nH]1 (centres undefined)	.	-8	0.1	-7	1	3	1	3
14	Nc1ncnc(Oc2cccc(C(F)(F)F)c2)c1[N+](=O)[O-]	1	-6	-2.1	0	9	-6	-12	-1
15	c1ccc(-c2nn3c(Cn4cnc5ccccc54)nnc3s2)cc1	-1	3	.	-2	-5	1	10	3
16	CC(C)OC(=O)C1C2C=CC3(CN(C(C)c4ccc(Br)cc4)C(=O)C13)O2 (centres undefined)	-5	-4	1.0	-5	6	1	-2	-1
17	Cc1ccccc1Cn1c(=O)[nH]c2ccccc21	11	-10	-0.5	0	6	2	5	6
18	O=C(NCCCO)c1cc2c([nH]c3ccccc32)c(-c2ccccc2)n1	0	-8	-0.1	-3	5	2	8	-4
19	CCCN(C)C[C@H]1Oc2cc(C#Cc3cccc(F)c3)ccc2S(=O)(=O)N([C@H](C)CO)C[C@@H]1C	-5	-46	-0.6	-1	-2	-1	0	3
20	Cc1cc(NC(=O)CCC(=O)N(Cc2cccs2)C(C(=O)NC2CCCC2)c2cccnc2)no1 (centres undefined)	35	.	.	5	3	.	-7	.

Going on with the list.
no.	Molecule	ARNT TACC3 PPI	RAD52 inh	E-selectin induc	PglD inh	RAD54 branch	Casp6 inh	esBAF inh	ERp5 block
21	CCOc1ccc(S(=O)(=O)Nc2cccc(Cl)c2)cc1	5	.	.	-1	-2	.	-67	.
22	O=Cc1ccc(OCc2cn(CC(=O)c3ccc(O)cc3)nn2)cc1	-2	-2	.	0	2	2	-5	1
23	CN(Cc1ccccc1)c1ncc(C=O)s1	3	-4	.	-5	-3	-2	-4	6
24	N#Cc1cccc(NC(=O)CNC(=O)Cc2ccccc2)c1	-11	-25	.	-2	5	-1	-5	5
25	Cc1ccc(S(=O)(=O)NCC(=O)N2CCOCCOCCOCCOCC2)cc1	-1	-17	-0.1	0	1	-1	-12	2
26	CCCCCCn1c(CN2CCCCC2C)nc2c1c(=O)n(C)c(=O)n2C (centres undefined)	-24	0	.	-1	5	1	-7	-4
27	S=c1[nH]ccn1-c1cccc(Cl)c1Cl	-7	-28	0.4	.	.	-3	.	3
28	C[C@@H]1CN([C@@H](C)CO)C(=O)c2cc(/C=C/c3ccccc3)cnc2O[C@@H]1CN(C)Cc1ccncc1	5	-1	1.0	2	3	3	-4	-1
29	O=C(OCCN1CCN(C2=NS(=O)(=O)c3ccccc32)CC1)c1ccccc1F	0	-7	-0.7	-1	4	2	4	-14
30	CN(C(=O)CSc1nnc(-c2ccncc2)n1-c1ccccc1)C1CCS(=O)(=O)C1 (centres undefined)	-18	-13	.	2	5	-1	-4	-4

Continuation:
no.	Molecule	ARNT TACC3 PPI	RAD52 inh	E-selectin induc	PglD inh	RAD54 branch	Casp6 inh	esBAF inh	ERp5 block
31	O=C(Nc1ccc2c(c1)Cc1ccccc1-2)c1cccnc1	-2	-9	6.0	-21	7	-4	64*	-8
32	COc1ccccc1S(=O)(=O)Nc1ccc2c(c1)C(=O)N(C)C[C@H](OC)[C@@H](C)CN[C@@H](C)CO2	.	-5	0.4	-3	3	.	6	14
33	CCc1nc2c(OCc3cc(Cl)cc(Cl)c3)cccn2c1N(C)C(=O)Nc1ccccc1OC	.	-40	-0.1	5	3	-2	2	1
34	O=C1c2c(-c3ccc(Br)cc3)noc2CCN1Cc1cn(-c2ccccc2)nn1	.	-2	?	.	.	-3	.	1
35	C[C@@H]1CN([C@H](C)CO)C(=O)c2c(c3ccccc3n2C)-c2ccccc2CO[C@@H]1CN(C)Cc1ccc(C(=O)O)cc1	-9	1	0.2	1	4	2	3	0
36	CC(C(=O)N1CCN(c2ccccc2F)CC1)c1ccc([N+](=O)[O-])cc1 (centres undefined)	-9	-33	.	2	0	0	-4	0
37	Cc1ccc(NS(=O)(=O)c2cc(C(=O)O)ccc2Cl)c(C)c1	-2	.	.	-4	2	.	2	.
38	CC(C)OC(=O)CSc1nnc(-c2cccnc2)n1N	-3	.	.	4	-8	.	5	.
39	O=C(CSc1nc2[nH]c(=O)cc(O)c2s1)Nc1ccc(Cl)c(C(F)(F)F)c1	2	-28	-0.1	3	5	-2	-4	-5
40	COc1cc(-c2nn3c(-c4ccccc4)nnc3s2)cc(OC)c1OC	-6	.	.	-1	-1	.	-1	.

Remaining list, next part
no.	Molecule	ARNT TACC3 PPI	RAD52 inh	E-selectin induc	PglD inh	RAD54 branch	Casp6 inh	esBAF inh	ERp5 block
41	CC(C)Cc1cc(C(=O)Nc2c(F)cc(F)cc2Br)no1	-5	9	0.3	0	2	0	11	2
42	CN(C)C(=O)C[C@@H]1CC[C@H]2[C@@H](COc3ccc(NC(=O)C4CC4)cc3C(=O)N2C)O1	.	-7	0.0	-2	.	.	5	.
43	Cc1ccc(S(=O)(=O)NCc2csc(C)n2)c(C)c1	0	.	.	0	7	.	-9	.
44	COc1cc2c(cc1OC)[C@](C)(c1ccccc1)C[C@@H]2NCC=C(C)C	.	-1	0.3	.	.	-2	.	0
45	CCOC(=O)CNC(=O)COc1coc(CN2CCN(Cc3ccccc3)CC2)cc1=O	-1	3	.	4	1	3	-8	1
46	CN1c2ccc(-c3ccccc3)cc2[C@@H]2[C@@H](CCN2C(=O)NC2CCCCC2)[C@@H]1CO	.	10	1.5	.	.	-2	.	0
47	O=C(NCC1CCCCC1)c1cc([N+](=O)[O-])ccc1N1CCOCC1	7	-16	2.4	.	.	-1	.	0
48	CCNC(=O)Nc1ccc2c(c1)c(=O)n(C)n2Cc1ccc(Cl)cc1	.	-9	0.4	1	-11	.	6	-1
49	CCOC(=O)C1CCCN(c2c(NCCC(C)C)c(=O)c2=O)C1 (centres undefined)	6	-12	5.3	-1	0	-1	4	5
50	O=C(C[C@@H]1C[C@@H]2c3cc(NC(=O)Nc4ccccc4F)ccc3O[C@@H]2[C@@H](CO)O1)NC1CCCCC1	-7	9	0.5	1	12	-2	-3	4

Continued.
no.	Molecule	ARNT TACC3 PPI	RAD52 inh	E-selectin induc	PglD inh	RAD54 branch	Casp6 inh	esBAF inh	ERp5 block
51	CC(C)(C)NC(=O)CN(CCN1CCOCC1)C(=O)CNS(=O)(=O)c1ccc(Cl)cc1	2	2	.	-2	-4	-1	-6	3
52	Cc1ccc([N+](=O)[O-])cc1Nc1nc(N2CCOCC2)nc(N2CCOCC2)n1	0	-1	.	.	.	-1	.	0
53	C[C@H]1CN([C@@H](C)CO)S(=O)(=O)c2ccc(Br)cc2O[C@H]1CN(C)C(=O)Nc1ccccc1F	6	-4&9	-0.1&0.2	-2&-2	0&1	-1&-1	2&4	6&-4
54	CC(Sc1n[nH]c(=O)[nH]c1=O)C(=O)OCc1ccccc1 (centres undefined)	-5	.	.	6	0	.	-9	.
55	C[C@@H]1CN([C@H](C)CO)C(=O)c2cc(C#CC3CC3)cnc2O[C@H]1CN(C)C(=O)Nc1ccccc1	-2	2	0.7	-3	6	0	-6	-3
56	COc1ccc(-c2nc(N)ncc2-c2ccccc2OC)c(O)c1	6	-7	2.5	-7	-6	1	1	3
57	C[C@H](CO)N1C[C@H](C)[C@@H](CN(C)S(=O)(=O)c2ccc(Cl)cc2)Oc2ccc(N(C)C)cc2CC1=O	19	-7	.	-4	0	3	6	-5
58	CC1CCCN(c2oc(-c3cccc4ccccc34)nc2C#N)C1 (centres undefined)	-3	.	.	0	6	.	4	.
59	CC(=O)C1=C(C)NC(SCC(=O)c2ccc(Cl)cc2)=C(C#N)C1CC(C)C (centres undefined)	1	-13	.	.	.	3	.	1
60	Cc1nc(-c2ccc(Cl)cc2)sc1C1(C)CC(c2ccccc2)=NO1 (centres undefined)	2	-12	0.1	1	7	0	59*	-2

Later entries
no.	Molecule	ARNT TACC3 PPI	RAD52 inh	E-selectin induc	PglD inh	RAD54 branch	Casp6 inh	esBAF inh	ERp5 block
61	Cc1c(C)n(-c2ccccc2)c2ncnc(NCCN(C)C)c12	-4	5	0.1	-4	13	-9	-12	1
62	COc1ccc(-c2cnc3c(c2)C(=O)N([C@@H](C)CO)C[C@@H](C)[C@H](CN(C)Cc2ccccn2)O3)cc1	5	-10	-0.8	0	-2	-2	4	-2
63	O=C(Cn1c(=O)[nH]c2ccccc2c1=O)Nc1ccc2c(c1)OCCO2	-12	-9	.	6	-8	2	-4	0
64	CC1(C)N=C(c2ccccn2)C(C)(C)N1O	7	.	.	9	1	.	-5	.
65	CCN1CCN(CCCNC(=O)c2cc3cc4ccc(OC)cc4nc3o2)CC1	4	.	.	-4	56*	.	7	.
66	Cn1c(N)c(S(=O)(=O)NCc2ccccc2Cl)c(=O)n(C)c1=O	-2	-6	.	.	.	4	.	0
67	CCCC/C(O)=C1\C(=O)CCCC1=NCCc1c(C)[nH]c2ccc(OC)cc12	1	-17	-0.1	20*	-2	0	-3	-3
